p53 reactivator – mutant p53 re-activation in reporter cells; H1299 p53-A138V BP100-luciferase reporter, luminescence, 24 h; Potency, µM (highest dose often 92.2 µM), for inactives: top-dose activity change, positive = activation, hits mostly activators; 320,000 compounds, 0.063% hits; AID 504706; also: potency is read from the fitted curve at half-maximal effect; % of control where 0% means no effect; nearly all actives have a fitted effect of over 45% in size
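p53-null H1299 cells stably carrying temperature-sensitive p53-A138V and a BP100-luciferase reporter were pinned with compounds (4-point, 1:5 series) and held 24 hrs at 37 deg C. Luminescence was read 10 min after detection reagent.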
TCR activator – activates T cell receptor signaling; primary human leukocytes, anti-CD3, IL-2 HTRF, 48 h; Potency, µM (series often up to 9.22 µM), for the others: at the highest dose activation of IL-2 secretion, actives largely listed as activators; 330,000 tested, under 10 active; also: % of control where 0% means no effect
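Primary human leukocytes incubated 48 hr with anti-CD3 beads plus compound, without co-stimulation. Secreted IL-2 measured by HTRF (europium cryptate/d2 anti-IL-2 pair, 320 nm excitation, 665 nm emission).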
CXXC DNA block – MLL CXXC-DNA interaction inhibition. 290,000 compounds, 0.037% hits. AID 2662. Q03164. MLL-CXXC / FITC-HOXA9 DNA fluorescence polarization. Potency, µM (series often up to 115 µM), for inactives: top-dose activity change, negative = inhibition, usual class: inhibitors; active = well fitted inhibition curve with a large enough effect in the polarisation, with a control signal flat, not every such curve was filed as active; inconclusive = small, poorly fitted or top-dose-only effect, or effect the other way, or a change in a side signal; inactive = no such curve, though single readings can be large or run the other way; the % refers to the polarisation; also: potency is read from the fitted curve at half-maximal effect
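Purified MLL-CXXC (added from a 7 uM solution) was preincubated 5 min at ambient with pinned compounds in 50 mM Tris-HCl pH 7.5, 50 mM NaCl, 1 mM DTT, 0.05% BSA. Fluorescein-labeled HOX-A9 DNA (50 nM solution) followed, 30 min, then polarization read.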
TSG101-PTAP inh – blocks PTAP/TSG101 interaction to inhibit HIV-1 budding | Fluorescence polarization, FITC-PTAP peptide / Tsg101 binding | Potency, µM (doses to about 115 µM), for the others: at the highest dose activity change, negative = inhibition, usual class: inhibitors | 340,000 tested, under 10 active | AID 493005; active = well fitted inhibition curve with a large enough effect in the main read-out, with a control signal flat, not every such curve was filed as active; inconclusive = small, poorly fitted or top-dose-only effect, or effect the other way, or a change in a side signal; inactive = no such curve, though single readings can be large or run the other way; also: potency is read from the fitted curve at half-maximal effect; % of control where 0% means no effect
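Fluorescence polarization binding of Tsg101 binding domain (10 uM final) to FITC-labeled PTAP peptide (50 nM final) in HEPES pH 7.5 buffer with NaCl, Tween 20, EDTA, TCEP. Compounds added before peptide; binding 20 min at RT.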
ELG1 DNA repair – blocks ELG1-dependent DNA repair in HEK293T cells | HEK293T ELG1-luciferase reporter, luminescence, 16 h; DNA damage induced by 5-fluorouridine | Potency, µM (top dose mostly 46.1 µM), without a hit: at the top dose activity change, negative = inhibition, hits mostly inhibitors | 330,000 compounds, 2.3% hits | AID 504467; also: potency is read from the fitted curve at half-maximal effect; % is scaled to controls: 0 for no effect and ±100 for the full control effect; nearly all actives have a fitted effect of over 55% in size
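Luminescence from the luciferase reporter, measured 30 min after ONE-Glo reagent at room temperature, was the read-out. Beforehand, 2,000 cells per well were exposed for 16 hr at 37 °C to 5-fluorouridine together with compound or vehicle.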
a7 integrin act – activates integrin-mediated alleviation for muscular dystrophy. Potency, µM (doses to about 38.3 µM), for inactives: top-dose activation, usual class: activators. AID 624291. 350,000 compounds, 0.064% hits. alpha7betagal myoblasts, beta-gal FDG fluorescence, 48 h;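 also: potency is read from the fitted curve at half-maximal effect; 100% = response of the positive control SU9516; nearly all actives have a fitted effect of over 60% in size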
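alpha7betagal+/- myoblasts (passage 13, 250/well) treated 48 h at 37C with compounds at 1:260 dilution of DMSO stock. Lysed, then beta-galactosidase activity read as FDG fluorescence (ex 480/em 540) after 30 min, with pre-read for autofluorescence.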
TRPV1 ag – agonists of human vanilloid receptor 1 (TRPV1). 320,000 compounds, 0.19% hits. TRPV1-expressing cells, Fluo-8 calcium influx, agonist mode. Q8NER1. activation, % at 8.33 µM. AID 540275; in the data active = activation above about 80%; inconclusive = between about 30% and that limit; also: 0% is about no effect
Target sequence (Q8NER1 whole entry, looked up): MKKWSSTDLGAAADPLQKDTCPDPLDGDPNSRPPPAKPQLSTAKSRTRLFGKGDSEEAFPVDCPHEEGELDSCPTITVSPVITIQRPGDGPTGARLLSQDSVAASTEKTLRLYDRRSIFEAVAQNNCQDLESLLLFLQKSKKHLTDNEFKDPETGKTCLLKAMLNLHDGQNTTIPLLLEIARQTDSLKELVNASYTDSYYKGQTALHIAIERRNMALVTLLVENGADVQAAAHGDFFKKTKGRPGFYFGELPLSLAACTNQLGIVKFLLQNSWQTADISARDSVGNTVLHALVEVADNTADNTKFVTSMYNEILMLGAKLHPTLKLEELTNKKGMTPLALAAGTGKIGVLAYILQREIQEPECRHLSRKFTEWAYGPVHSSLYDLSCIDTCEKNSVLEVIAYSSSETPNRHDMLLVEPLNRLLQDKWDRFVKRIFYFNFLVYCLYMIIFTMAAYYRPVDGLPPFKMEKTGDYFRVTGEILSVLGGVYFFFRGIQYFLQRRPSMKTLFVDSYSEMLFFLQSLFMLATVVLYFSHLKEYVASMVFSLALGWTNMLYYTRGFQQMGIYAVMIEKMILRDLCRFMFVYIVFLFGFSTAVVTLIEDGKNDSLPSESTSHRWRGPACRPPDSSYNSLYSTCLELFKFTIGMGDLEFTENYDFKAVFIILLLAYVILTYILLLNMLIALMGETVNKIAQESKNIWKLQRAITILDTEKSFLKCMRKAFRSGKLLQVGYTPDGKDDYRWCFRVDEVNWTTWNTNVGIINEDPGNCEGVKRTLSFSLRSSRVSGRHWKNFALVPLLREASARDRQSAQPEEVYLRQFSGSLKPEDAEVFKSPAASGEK
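Cells expressing TRPV1 were dye-loaded with Fluo-8 and read kinetically: 10 s baseline, 3 min after compound (agonist portion), then 2 min after EC20 capsaicin (allosteric enhancer portion). Calcium-bound dye fluorescence at 480/520 nm.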
B2AR arrestin – recruits beta-arrestin to the human beta2-adrenergic receptor; beta-arrestin recruitment to beta2AR, cell-based reporter; AID 492947; 330,000 compounds, 0.02% hits; Potency, µM (doses to about 46.1 µM), for inactives: at the highest dose activation, hits mostly activators;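 also: potency is read from the fitted curve at half-maximal effect; 0% = DMSO controls and full agonism = EC100 isoproterenol or metaproterenol; nearly all actives have a fitted effect of over 65% in size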
BRCA1 expr act – activators of BRCA1 expression. MCF7-BRCA1-FFLuc reporter, luminescence, 48 h; response scale: scaled: vehicle 0%, 10 µM genistein 100%. Potency, µM (top dose mostly 46.1 µM), without a hit: top-dose activation, most hits filed as activators. 380,000 compounds, 1.1% hits. AID 624202; also: potency is read from the fitted curve at half-maximal effect; nearly all actives have a fitted effect of over 80% in size; some results filed as inactive show a strong effect at the top dose
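MCF7-BRCA1-FFLuc, 2000 cells/well; 2 h attach, 37 °C/5% CO2; compound 48 h; luciferase substrate 15 min; luminescence end-point. Norm. to genistein 10 microM max activation and DMSO; concentration-response curves fitted.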
AT treatment – candidate therapy for ataxia-telangiectasia. AID 485349. […] A-T fibroblasts, KAP-1 phosphorylation AlphaLISA; neocarzinostatin DNA damage 30 min before lysis. 320,000 compounds, 0.19% hits. Potency, µM (series often up to 57.5 µM), for inactives: at the top dose activation, most hits filed as activators; also: potency is read from the fitted curve at half-maximal effect; % of control where 0% means no effect; nearly all actives have a fitted effect of over 45% in size
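ATM-like activity read as KAP-1 phosphorylation via AlphaLISA donor/acceptor antibody pairs after lysis and 6 hr at 25C. Cells were ATM-null patient fibroblasts ([…], hTERT), dosed 60 min, then exposed to the DSB inducer NCS for 30 min.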
* marks the source's active call; other numbers are inactive results; ? = inconclusive; . = no result given; [ ] = another dose, or the depositor's remark. Unless noted, calls follow the shape of the dose curve; as a rule, active = well fitted curve in the direction sought with a large enough effect; inconclusive = small, poorly fitted or top-dose-only effect, or another doubt; inactive = no such curve, though single readings can be large; an effect the other way counts as inactive or inconclusive.

item	smiles	p53 reactivator	TCR activator	CXXC DNA block	TSG101-PTAP inh	ELG1 DNA repair	a7 integrin act	TRPV1 ag	B2AR arrestin	BRCA1 expr act	AT treatment
1	CCn1cc([N+](=O)[O-])c(C(=O)Nc2ccc(Br)cn2)n1	13%	3%	4%	-7%	19%	27%	4	0.0%	-29%	6%
2	CCC(C)(C)NC(=O)C(OC(=O)c1ccco1)c1ccccc1F (stereo not given)	-1%	.	-12%	-1%	-3%	2%	5	-0.3%	-3%	-2%
3	O=C(N/N=C\c1ccc(-c2ccc([N+](=O)[O-])cc2)o1)C1COc2ccccc2O1 (stereo not given)	2%	1%[46.1 µM]	25%	10%	?	22%	-6	-0.9%	4%	.
4	CCc1ccccc1NC(=O)C1CCN(c2cnccn2)CC1	0%	6%	6%	-2%	0%	3%	-2	-0.1%	-11%	-2%
5	CCOc1ccc(NC(=O)C(C)Oc2ccccc2C(=O)Nc2ccc(C)c(Cl)c2)cc1 (stereo not given)	?	.	-8%	0%	?	-22%[7.66 µM]	-3	-0.1%	-67%	-1%
6	CC(C)(C)C1CCc2onc(C(=O)N3CCOCC3)c2C1 (stereo not given)	-3%	2%	-1%	0%	20%	-15%	?	-0.3%	-10%	.
7	CCOC(=O)c1sc(Nc2ccccc2Cl)nc1C	8%	-1%	1%	-5%	?	-17%	?	-0.5%	8.9µM*	14%
8	CCOC(=O)N1CCN(C(=O)c2cc3cc(Cl)ccc3[nH]2)CC1	-1%	-4%	39%[activator]	-7%	15%	0%	?	-0.6%	-34%	7%
9	Cc1ncc(CN2CCN(Cc3ccccc3)C(CCO)C2)s1 (stereo not given)	-1%	-8%	3%	-4%	2%	-35%	-1	0.4%	12%	6%
10	COc1ccc(NC(=O)CSc2nc3ccc(Nc4nc(N5CCOCC5)nc(N5CCOCC5)n4)cc3s2)cc1	-2%	-6%	21%	2%	2.3µM*	-18%	-1	0.0%	-88%	7%
11	Cc1nc(NC(C)c2ccccc2)sc1C(=O)Nc1ccccc1 (stereo not given)	-6%	-9%	18%	-1%	8%	17%	0	-1.0%	23%	-1%
12	COc1ccc2cc(C(c3nnnn3C3CCCC3)N3CCCCCC3)c3nnnn3c2c1 (stereo not given)	4%	-1%[46.1 µM]	12%	-2%	-9%	-18%	0	1.0%	-9%	1%
13	Cc1ccc(C)c(S(=O)(=O)N2CCN(C(=O)C3CCN(c4ncnc5sc(C)c(C)c45)CC3)CC2)c1	3%	1%	.	1%	?	-26%	7	0.4%	-83%	25%
14	CCOC(=O)Cc1csc(NC(=O)c2cnc3scc(C)n3c2=O)n1	.	-5%	.	-5%	.	0%	.	.	-30%	.
15	CC(=O)NN1C(=O)c2ccc(Oc3cccc([N+](=O)[O-])c3)cc2C1=O	7%	2%	-6%	-5%	6%	14%	.	-0.4%	8%	3%
16	COC(=O)C(NC(=O)CCc1nnc2ccc(N3CCC(C)CC3)nn12)C(C)C (stereo not given)	1%	13%	0%	-1%	-17%	11%	0	0.1%	-2%	-7%
17	CCN=C1SC(C(=O)Nc2cccc(Cl)c2)CC(=O)N1CC (stereo not given)	2%	13%	4%	-2%	?	12%	15	-1.1%	-9%	2%
18	O=C(COc1ccc(Cl)cc1)Nc1nc(-c2cccs2)cs1	5%	-1%[46.1 µM]	-3%	0%	1%	9%	28	-0.9%	100%	7%
19	Cc1ccc(-c2nnc(SCC(=O)N/N=C/c3c(C)nn(-c4ccccc4)c3C)n2-c2ccc(C)cc2)cc1	-1%	-5%[46.1 µM]	-3%	-3%	?	32%	14	-0.2%	-79%	-2%
20	Cc1ccc(C(=O)Nc2nnc(CC(=O)N/N=C/c3ccc(O)c(O)c3)s2)cc1	12%	3%	0%	-4%	?	-12%	0	0.2%	16%	-5%
21	COc1ccc2nc(NS(=O)(=O)c3ccc(NC(C)=O)cc3)sc2c1	-4%	2%	8%	-1%	11%	-4%	1	0.2%	11%	-4%
22	O=C(Nc1ccccc1)c1ccc2c(c1)OCCO2	?	1%	16%	0%	?	8%	?	-0.3%	?	-6%
23	Clc1ccc(C2=Nn3c(nnc3-c3cccnc3)SC2)s1	-1%	5%	1%	-6%	9%	-4%	0	0.6%	-6%	-1%
24	Cc1ccc(C)c(Cn2c3ccccc3c3cnn(CC(=O)NCc4ccccn4)c(=O)c32)c1	5%	-5%	10%	-8%	15%	-9%	0	-0.8%	-30%	5%
25	CCC[C@@H](CN1CCC[C@H]1CN1C(N)=NC[C@@H]1Cc1ccccc1)N1C[C@@H]([C@H](C)CC)N(CCc2ccc(Cl)c(Cl)c2)C1=N	-3%	0%	.	-4%	?	0%	.	0.4%	8%	6%
26	Cc1ccc(OCc2nn3c(-c4ccco4)nnc3s2)cc1	10%	6%	7%	-5%	8%	9%	4	-0.6%	42%	5%
27	CCn1c(SCC(=O)N2CCN(c3ccccc3)CC2)nnc1-c1ccncc1	-14%	5%[46.1 µM]	3%	.	-1%	.	-2	-0.4%	.	4%
28	O=C(C1CCC(=O)N(C2CCCC2)C1)N1CCC(Oc2ccccc2Cl)CC1 (stereo not given)	-20%	-3%	22%	-3%	-16%	-1%	-2	-0.4%	-11%	17%
29	COc1ccc(-c2noc(CN(C)C(=O)c3ccc4c(c3)OCO4)n2)cc1OC	-10%	7%	5%	-1%	?	23%	7	-0.6%	1%	-2%
30	COc1ccc(CC(=O)N/N=C(\C)CC(=O)Nc2ccc3c(c2)OCCO3)cc1OC	9%	6%	-1%	-1%	18%	10%	0	-0.3%	-8%	1%
31	CCC(CC)C(=O)OCC(=O)NC12CC3CC(CC(C3)C1)C2	-4%	1%	9%	-9%	-2%	-7%	20	-0.1%	2%	-6%
32	Cc1cc(C)c2nc(N3CCCC(C(=O)N4CCC(C(N)=O)CC4)C3)sc2c1 (stereo not given)	10%	.	2%	-7%	-1%	-2%	1	1.2%	29%	1%
33	COC(=O)c1nn(-c2nc(-c3ccc(OC)c(OC)c3)cc(C(F)(F)F)n2)cc1[N+](=O)[O-]	3%	-2%	8%	-1%	-12%	-17%	-8	0.2%	-6%	-3%
34	COc1ccccc1CN(C)C(=O)C1(c2ccc(Cl)cc2)CC1	-9%	2%[46.1 µM]	2%	-1%	?	-20%	-1	0.0%	-12%	5%
35	COc1ccc(/C=C(\NC(=O)c2ccccc2)C(=O)NNC(=O)CCN2CCOCC2)cc1	0%	6%	-6%	-7%	-12%	-9%	-4	-0.1%	15%	-1%
36	COc1ccc(-c2cc(C(=O)OCC(=O)c3cccc([N+](=O)[O-])c3)c3cc(C)ccc3n2)cc1	-8%	2%[46.1 µM]	-7%	-2%	-15%	?	1	-0.3%	-4%	-7%
37	CCOC(=O)C1=C(N)Oc2cc(O)ccc2C1c1ccccc1 (stereo not given)	-1%	-1%	11%	-1%	-17%	-18%	8	-0.5%	-57%	-16%
38	Cc1cc2nc(C)n(CCCNC(=O)Nc3ccc(C#N)cc3)c2cc1C	-7%	-23%	20%	1%	-10%	-6%	12	4.8%	-12%	-7%
39	O=C1[C@@H]2C(c3ccc(F)cc3)=NO[C@@H]2C(=O)N1Cc1ccccc1	-3%	3%	-12%	1%	-3%	3%	.	-0.6%	-13%	-5%
40	CC(CSc1nc2ccccc2s1)Cn1c(N2CCCC2)nc2c1c(=O)[nH]c(=O)n2C (stereo not given)	-10%	4%	0%	0%	15µM*	13%	-9	0.2%	-32%	1%
41	CCCc1nnc(NC(=O)CC(=O)Nc2ccccc2C(=O)O)s1	0%	3%	1%	-5%	?	-10%	3	0.1%	15%	0%
42	CC1=Nc2ccc(C)cc2N(Cc2ccccc2)C(=O)C1	-1%	2%	62%[activator]	-1%	18%	-1%	2	0.3%	-10%	6%
43	CCOC(=O)C1CCCN(C(=O)/C=C/c2ccc(Cl)cc2)C1 (stereo not given)	2%	-6%	-3%	-7%	4%	-24%	15	0.2%	17%	-1%
44	COc1ccc(NC(=O)CNS(=O)(=O)c2ccccc2)cc1Cl	-4%	-9%	17%	0%	10%	26%	19	0.0%	8%	1%
45	COc1cc(OC)cc(-n2nc(C(=O)NCCCN3CCOCC3)c3ccccc3c2=O)c1	-5%	-4%	1%	-7%	2%	-27%	1	-0.4%	-4%	-2%
46	CCOC(=O)Nc1ccc(NC(=O)OCC)cc1	.	4%	-2%	-6%	.	-5%	13	.	55%	.
47	Cc1cc(NC(=O)CS(=O)CC(=O)Nc2c(C)cccc2C)ccc1-n1cnnn1 (stereo not given)	-2%	2%	5%	-7%	-1%	5%	0	-0.4%	-11%	2%
48	Cc1ccc2c(CC(=O)N(C)c3c(N)n(Cc4ccccc4)c(=O)[nH]c3=O)coc2c1	-2%	9%	.	-2%	1%	19%	2	6.0%	-23%	-3%
49	O=C(Nc1ccc(N2CCCCC2)cc1)c1cccnc1	?	8%	-1%	-1%	?	-18%	?	-0.1%	?	-9%

Compound activity (PubChem BioAssay)
